Screening data deposited in PubChem BioAssay by several laboratories.
sdo1 growth: sdo1-depleted yeast growth rescue. S. cerevisiae sdo1-depleted JHY4D growth rescue, OD600 30 h; active compounds read high; pdr5 snq2 efflux-pump mutant strain. z-score at 10 µM. hit rate 0.21% among 140,000. AID 817;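 active = z-score above 3 at both the 24 hr and the 30 hr optical density reads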;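 also: z-score against mean and SD of all compound wells on the same plate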
INS promoter inh: TRM-6 insulin promoter activity inhibition; TRM-6 cells (human fetal islet line), insulin promoter-eGFP reporter, imaging; reporter expression induced with tamoxifen; hit rate 0.9% among 130,000; inhibition, % at 2 µM;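 active = inhibition above the mean plus 3 SD, with well images judged a real hit on visual review, cut at about 60% in these data, passing the limit was not always enough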
sdo1 growth Rescue 24 h: recorded beside sdo1 growth, whose call it bears; z-score; S. cerevisiae sdo1-depleted JHY4D growth rescue, OD600; measured here: growth rescue at 24 h;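 0 is the plate mean of compound wells and units are plate SD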
* marks the source's active call; other numbers are inactive results; nt = not tested or not shown. These rows are one share of the data; the hit share may differ from the screen's.

sdo1 growth	sdo1 growth Rescue 24 h	INS promoter inh	compound
0.74	0.63	-21	Cn1c2c(c(=O)n(C)c1=O)C(c1ccc(O)cc1)Nc1ccccc1O2 (stereo not given)
-0.68	-0.96	-7	COc1cc(C)c(C)cc1S(=O)(=O)N1CCN(Cc2ccccc2)CC1
0.8	0.42	nt	O=C(CSc1nc2ccccc2[nH]1)NC(=O)NCc1ccco1
nt	nt	-53	Cn1c(CSc2ncccn2)nnc1SCC(=O)N1CCCC1
nt	nt	50	O=C1N=c2ccccc2=C1c1sc(Nc2ccc(O)cc2)nc1O
-0.82	-1.3	-10	O=C(NCc1ccco1)C1CCCN(S(=O)(=O)c2cccc3nonc23)C1 (stereo not given)
-1.9	-1.3	nt	CCOc1ccc(NC2c3ccccc3C(=O)N2Cc2ccc3c(c2)OCO3)cc1 (stereo not given)
1.6	1.8	27	COc1ccc2cnnc(SCC(=O)Nc3ccc(C(=O)O)cc3)c2c1OC
-0.14	-0.36	nt	O=C(O)CSc1nnc(-c2ccc(S(=O)(=O)N3CCCC3)cc2)n1Cc1ccco1
0.93	0.46	24	O=C(NN1CCOCC1)c1ccc(Cl)cc1
-0.43	-0.41	-16	Cc1cccc(NC(=O)Cc2noc3ccccc23)c1
0.54	0.36	nt	Cc1csc2nc(CNS(=O)(=O)N(C)C)cn12
-0.86	-0.7	-24	Cc1cc(NC(=O)CSc2nnc(-c3c[nH]c4ccccc34)n2-c2ccc(Cl)cc2)no1
-0.16	-0.45	-21	CCCC(=O)Nc1ccc2c(c1)nc(CN1CCCC1)n2C
0.64	0.28	nt	O=C(CSc1nnc(CCCN2C(=O)c3cccc4cccc(c34)C2=O)n1-c1ccccc1)N1CCCCC1

3 compounds picked at random from the list so far:
sdo1 growth	sdo1 growth Rescue 24 h	INS promoter inh	compound
-0.68	-0.96	-7	COc1cc(C)c(C)cc1S(=O)(=O)N1CCN(Cc2ccccc2)CC1
-0.43	-0.41	-16	Cc1cccc(NC(=O)Cc2noc3ccccc23)c1
-0.86	-0.7	-24	Cc1cc(NC(=O)CSc2nnc(-c3c[nH]c4ccccc34)n2-c2ccc(Cl)cc2)no1

The listing continues.
sdo1 growth	sdo1 growth Rescue 24 h	INS promoter inh	compound
-0.27	-0.65	nt	O=C(Nc1ccc2c(c1)nc1n2CCOC1)c1ccccc1
0.7	0.18	nt	O=C1NCC(COCc2ccco2)O1 (stereo not given)
-0.42	0.32	-31	O=C(c1ccco1)N(CCC(c1ccccc1)c1ccco1)Cc1ccco1 (stereo not given)
-1.7	-2.6	-100	CN(Cc1ccccc1)c1ccc2nnc(-c3ccccc3)n2n1
nt	nt	0	Cc1ccnc(SCC(N)=O)n1
-0.67	-0.85	9	Cc1ccc(S(=O)(=O)N(CC(=O)NCc2ccncc2)C2CCCCC2)cc1
nt	nt	-35	O=C(NCc1ccncc1)C(=O)N/N=C/c1ccccc1OCc1ccccc1
-0.92	-0.72	6	Nc1c(NCc2ccccc2)c2ccccc2oc1=O
nt	nt	-158	Cc1ccc(C2CC(c3cccs3)=NN2C(=O)c2ccco2)o1 (stereo not given)
-0.01	0.05	-12	C=CCC(CC=C)(C(=O)O)c1ccccc1
-0.67	0.53	-64	COc1cc(-c2ccc(NC(=O)c3ccc(C)cc3)c(OC)c2)ccc1NC(=O)c1ccc(C)cc1
0.01	0.03	nt	COC(=O)c1c(-c2ccccc2)csc1NC(=O)c1c(-c2ccccc2)noc1C
0.12	-0.23	-41	CCOC(=O)C1CCN(C(=O)COc2ccc(S(=O)(=O)NC(C)C)cc2)CC1
-2	-1.7	-43	CCOc1cccc(OCCCCN2CCOCC2)c1
0.23	0.37	-8	Cc1cc(N/C(=N\S(=O)(=O)c2ccc(Cl)cc2)c2ccc(F)cc2)no1
0.34	1.1	-54	Cc1cc(C(=O)N2CCN(S(C)(=O)=O)CC2)sc1-c1ccccc1
-2.5	-2.6	-76	O=C(NCC(c1cccnc1)N1CCN(c2ccccc2)CC1)OCc1ccccc1 (stereo not given)
0.98	0.65	nt	COc1ccc(CC(=O)NCc2ccccn2)cc1OC
0.82	0.76	-453	Cn1c(CSc2nc3ccccc3s2)nnc1SCC(=O)NCCCN1CCOCC1
0.9	-0.23	14	CC1CN(Cc2ccccc2Cl)CC(C)O1 (stereo not given)
1.3	1.1	nt	CCOC(=O)/C(C#N)=C1\CCCN1CC(N)=S
-0.3	0.78	nt	CCCCNS(=O)(=O)c1ccc(NC(=O)C2c3ccccc3Oc3ccccc32)cc1
-1	-0.48	nt	CCN(CC)c1ccc(NC(=O)Cn2c(C(C)NC(=O)c3ccccc3)nc3ccccc32)cc1 (stereo not given)
0.84	1.1	nt	CSC1=NCCN1C(=O)c1ccc(Br)o1
0	-0.54	9	O=C(Cn1[nH]c(=O)c2ccccc2c1=O)OCC(=O)N1CCCc2ccccc21
nt	nt	-357	Cc1nn(-c2ccccc2)c(Cl)c1/C=C1\N=C(c2ccccc2)OC1=O
0.15	-0.08	70	CCC(=O)Nc1cc(C(C)C)c(O)cc1C
nt	nt	-19	COc1ccc(C(=O)NCC(=O)OCc2ccc([N+](=O)[O-])cc2)cc1
nt	nt	-28	CC(=O)Nc1ccc(N/C=C(\C=O)c2nc3ccccc3o2)cc1
nt	nt	18	CC(C)OC(=O)Nc1ccc2c(c1)N(C(=O)CCN1CCN(CCO)CC1)c1ccccc1CC2
-0.72	-1.4	-9	COc1ccccc1CNC(=O)COC(=O)c1cnccn1
0.15	-1.1	-7	CC(=O)c1cccc(N=C2NC(=O)CS2)c1
-0.38	0.22	25	CCOC(=O)C1=C(N)OC2=C(C(=O)CC(C)C2)C1c1cccnc1 (stereo not given)
0.29	-0.05	-144	Nc1cc(CN2C(=O)c3ccccc3C2=O)cc(Cl)c1O
-0.11	0.5	15	O=c1c2c3c(sc2ncn1Cc1ccc(F)cc1)CCC3
1.2	1.8	nt	CCCCN(C(=O)c1cc(OC)c(OC)c(OC)c1)C1=CC2CCC(C1)N2C (stereo not given)
0.17	-0.34	nt	O=C(CCS(=O)(=O)c1cccc2nonc12)NC1CCCCCC1
-0.28	-0.67	37	Cc1ccc(C(=O)N/C(=C/C=C\c2ccccc2)C(=O)NCc2ccco2)cc1
-0.63	-0.14	nt	O=c1[nH]c(CN2CCN(S(=O)(=O)c3ccc(Cl)cc3)CC2)nc2cc(Cl)ccc12
0.5	-0.25	6	COC(=O)N/N=C1\CCCc2ccccc21
nt	nt	64	COc1ccc(NC(=O)CSc2n[nH]c(C)c2[N+](=O)[O-])cc1
-0.2	-0.42	nt	Cc1ccc2ccc(C(Nc3ccccn3)c3ccccc3)c(O)c2n1 (stereo not given)
0.67	1.2	19	CCCCn1c(SCC(=O)N2CCCc3ccccc32)nc2c1c(=O)n(C)c(=O)n2C
1.1	0.51	-9	CS(=O)(=O)c1cccc(C(=O)NCc2ccc(F)cc2)c1
0.4	-0.01	-44	CC1(C)CC(=O)/C(=C\c2cccc([N+](=O)[O-])c2)C(C)(C)N1

As a short view, seven of the compounds above:
sdo1 growth	sdo1 growth Rescue 24 h	INS promoter inh	compound
-0.72	-1.4	-9	COc1ccccc1CNC(=O)COC(=O)c1cnccn1
0.15	-1.1	-7	CC(=O)c1cccc(N=C2NC(=O)CS2)c1
-0.38	0.22	25	CCOC(=O)C1=C(N)OC2=C(C(=O)CC(C)C2)C1c1cccnc1 (stereo not given)
0.29	-0.05	-144	Nc1cc(CN2C(=O)c3ccccc3C2=O)cc(Cl)c1O
-0.11	0.5	15	O=c1c2c3c(sc2ncn1Cc1ccc(F)cc1)CCC3
1.2	1.8	nt	CCCCN(C(=O)c1cc(OC)c(OC)c(OC)c1)C1=CC2CCC(C1)N2C (stereo not given)
0.17	-0.34	nt	O=C(CCS(=O)(=O)c1cccc2nonc12)NC1CCCCCC1

Further compounds follow:
sdo1 growth	sdo1 growth Rescue 24 h	INS promoter inh	compound
0.19	-0.43	3	CCOC(=O)C1CCN(C(=O)c2ccc(NC(=O)C3CCCO3)cc2)CC1 (stereo not given)
0.44	-0.14	-33	CC1(C)CC(=O)C(C=NCCO)=C(O)C1
-0.41	0.31	2	O=C1CC(c2ccc(S(=O)(=O)N3CCCCC3)cc2)CN1 (stereo not given)
-2.5	-1.4	53	Cc1ccc2c(c1)c1c(n2C)-c2[nH]ncc2CC1
1.1	0.79	nt	COCCCN(C(=O)Cn1ncc2c(=O)oc3ccc(C)cc3c21)C(C)c1ccncc1 (stereo not given)
0.44	-0.56	34	CCNC(=S)NNC(=O)c1csc(C(C)C)c1
-1.2	-0.19	4	Cc1ccc(Nc2nc(N)c([N+](=O)[O-])c(NCc3ccco3)n2)cc1C
1.6	1.2	38	CCCc1cc(=O)[nH]c(SCC(=O)Nc2ccccc2C#N)n1
nt	nt	5	COc1ccccc1NC(=O)Nc1ccccc1SC
1.2	0.5	29	COc1ccc(CCNC(=O)c2nonc2N)cc1
-0.17	-0.56	-235	COCCCn1c(SCC(=O)Nc2sc3c(c2C#N)CCCC3)nnc1-c1ccncc1
nt	nt	-19	COc1cc(C(=O)N2CCC(N3CCCCCC3)CC2)cc(OC)c1OC
0.07	0.18	nt	COc1ccc(C(CC(=O)O)NC(=O)c2cccs2)cc1 (stereo not given)
2.1	3.2	-49	Cc1ccnc(NS(=O)(=O)c2cccs2)c1
0.57	0.48	nt	CCOC(=O)Cn1c(=O)oc2cc(S(=O)(=O)NCCCc3ccccc3)ccc21
-1.1	0.38	-36	O=C(/C=C/c1c(F)cccc1Cl)Nc1ccncc1
0.59	0.51	7	Cc1ccccc1C(=O)Nc1nncs1
0.49	-0.55	nt	N/C(=N\OC(=O)Oc1ccccc1)c1ccc(Cl)cc1
-1.5	-0.76	nt	COc1ccc2nc(-n3c(O)c(C4=c5ccccc5=NC4=O)[nH]c3=S)sc2c1
0.91	0.98	6	COC(=O)c1sccc1Oc1ccc(F)cc1[N+](=O)[O-]
-0.2	0.59	2	CS(=O)(=O)c1cnc(-c2ccccc2)nc1Oc1ccc(Cl)cc1
-0.53	-0.72	16	Cc1ccc(CNc2ccc(O)cc2)cc1
0.47	-0.02	-16	O=C(COc1ccccc1Br)NCCc1nc2ccccc2[nH]1
0.85	0.19	15	COc1ccccc1N1CC(C)C(=O)NC1=S (stereo not given)
0.36	-0.69	17	Cc1c(NC(=O)C2(c3ccccc3)CCCC2)c(=O)n(-c2ccccc2)n1C
-0.18	0.82	8	CCCCCCCCn1c(=O)c(C(=O)OCC)c(O)c2ccccc21
0.4	0.19	-1	CC(=O)Nc1ccc(-c2csc(NC(=O)C3CCN(S(=O)(=O)c4cccs4)CC3)n2)cc1
nt	nt	0	CCN1CCC(NC(=O)Nc2cc(Cl)ccc2OC)CC1
-0.03	-0.51	-34	O=C(CN(Cc1ccccc1F)C(=O)Cn1nnc(-c2cccs2)n1)NC1CCCCC1
0.5	-0.2	-37	Cc1c(NC(=O)Nc2ccc3c(c2)OCO3)c(=O)n(-c2ccccc2)n1C
nt	nt	-43	COc1ccccc1C(=O)c1cc2ccc(O)cc2oc1=O
0.5	-0.8	-41	Cc1nnc(SCC(=O)N2CCN(c3ccccc3)CC2)n1-c1ccccc1
-1.7	-1.8	-11	C/C=C(/C)C(=O)OC1c2c(ccc3ccc(=O)oc23)OC(C)(C)C1OC(C)=O (stereo not given)
nt	nt	-59	N#CC(c1ccccc1)c1ccc(=O)[nH]n1 (stereo not given)
-1.5	-1.8	-8	C/C=C/C=[N+](\[O-])C(C)/C(=N/O)c1ccc(F)cc1 (stereo not given)
0.07	0.46	nt	Oc1ccccc1-c1cc(C(F)(F)C(F)F)nc(-c2ccccc2)n1
-0.9	-1.2	43	Cc1ccc(N2CCN(C(=O)N3CCCC3)CC2)cc1Cl
-0.7	0.03	-17	COc1ccc(NCc2nc3ccccc3n2CCOc2ccc(C)cc2)cc1
1.4	2	-6	COc1cc2c(cc1OC)C(CC#N)=NC(C)(C)C2
-0.05	0.17	nt	O=C(NCCN1CCc2ccccc2C1)Nc1ccc(F)cc1
0.16	0.22	23	CCCS(=O)(=O)N1CCCC(c2nc(-c3ccc(OC)cc3)no2)C1 (stereo not given)
-0.29	0.02	39	COc1ccccc1NC(=O)Cn1nnc(-c2ccccc2NS(=O)(=O)c2ccccc2)n1
1.7	0.97	nt	CC(=O)N=C1SC2CS(=O)(=O)CC2N1c1ccccc1Cl (stereo not given)
1	1.8	0	Cc1ccc(C(=O)NN(CCC(=O)NC(C)(C)C)C2=NS(=O)(=O)c3ccccc32)cc1
0.43	0.89	nt	CCS(=O)(=O)N1CCC(C(=O)NCc2ccc(F)cc2Cl)CC1
1	0.1	-200	O=C(C1CC(c2ccccc2O)=NO1)N1CCCC1 (stereo not given)
